VHR inh abs: blocks human VHR1 dual specificity phosphatase. recombinant VHR phosphatase, pNPP absorbance. inhibition, % at 13.3 µM. 290,000 tested, 0.52% active; in the data active = inhibition above about 50%; also: some compounds called inactive have numbers as strong as hits
Target sequence (P51452 whole entry, looked up): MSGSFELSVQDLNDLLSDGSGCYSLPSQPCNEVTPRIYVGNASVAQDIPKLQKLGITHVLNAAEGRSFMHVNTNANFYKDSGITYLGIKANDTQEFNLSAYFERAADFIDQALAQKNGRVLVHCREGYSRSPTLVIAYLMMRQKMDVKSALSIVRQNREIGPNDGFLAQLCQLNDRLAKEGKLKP
MazF activator: increases E. coli MazEF RNase cleavage of RNA. activation, % at 20 µM. P0AE70. FAM/BHQ RNA-DNA oligo cleavage fluorescence, 5 h. 350,000 tested, 0.32% active. AID 504720; in the data active = activation above about 50%
Target sequence (P0AE70 whole entry, looked up): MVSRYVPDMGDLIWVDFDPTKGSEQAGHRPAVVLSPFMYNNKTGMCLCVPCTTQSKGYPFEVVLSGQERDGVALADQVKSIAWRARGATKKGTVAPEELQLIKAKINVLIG
BoNT-A LC inh2: inhibitors of Botulinum neurotoxin A light chain protease. 360,000 tested, 0.17% active. multiplex microsphere protease substrate cleavage, flow cytometry. inhibition, % at 10 µM; also: plate controls were buffer without enzyme for full effect and enzyme alone for no effect
CCHFV vOTU inh: blocks the CCHF virus ovarian tumor domain protease; CCHFV vOTU protease, Pep-AMC fluorescence; inhibition, % at 11.5 µM; 370,000 tested, 0.55% active; in the data active = inhibition above about 30%; also: 0% = vehicle wells with enzyme and 100% = no enzyme wells
PrPC surface inh: inhibitors of human cell surface prion protein PrPC | 370,000 tested, 0.43% active | TR-FRET read-out | inhibition, % at 13.8 µM | P04156; in the data active = inhibition above about 24%; also: 0% = median of the test wells and 100% = reference compound wells
BoNT F protease: blocks Botulinum neurotoxin F light chain protease | 360,000 tested, 0.22% active | inhibition, % at 10 µM | Multiplex microsphere protease cleavage assay, flow cytometry; in the data active = inhibition above about 35%, passing the limit was not always enough; inconclusive = no clear call, values can overlap the other calls; also: plate controls were buffer without enzyme for full effect and enzyme alone for no effect
Anthrax LF inh2: inhibitors of Bacillus anthracis lethal factor protease | P15917 | multiplex microsphere protease cleavage assay, LF | inhibition, % at 10 µM | 360,000 tested, 0.12% active | AID 588501; also: plate controls were buffer without enzyme for full effect and enzyme alone for no effect
Rv3671c protease: inhibits the M. tuberculosis serine protease Rv3671c; 320,000 tested, 0.048% active; inhibition, % at 5.96 µM; AID 2606; P9WHR9; in the data active = inhibition above about 38%;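 also: extracellular domain of Rv3671c used as enzyme; 0% = enzyme with DMSO and 100% = no enzyme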
Target sequence (P9WHR9 whole entry, looked up, the tested form may be a part): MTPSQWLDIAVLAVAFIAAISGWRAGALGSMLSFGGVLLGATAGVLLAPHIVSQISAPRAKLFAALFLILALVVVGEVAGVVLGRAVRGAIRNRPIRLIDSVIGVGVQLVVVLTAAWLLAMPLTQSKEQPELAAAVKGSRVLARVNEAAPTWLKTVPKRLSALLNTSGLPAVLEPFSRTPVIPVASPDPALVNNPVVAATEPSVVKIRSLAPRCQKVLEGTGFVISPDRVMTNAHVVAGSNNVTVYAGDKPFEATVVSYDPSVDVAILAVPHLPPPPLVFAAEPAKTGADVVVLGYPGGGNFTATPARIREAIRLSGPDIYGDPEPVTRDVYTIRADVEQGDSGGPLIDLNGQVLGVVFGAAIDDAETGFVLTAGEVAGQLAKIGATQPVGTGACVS
PriA SSB inh: blocks PriA binding to SSB C-terminal tail; AlphaScreen SSBct-PriA binding, biotinylated peptide; 430,000 tested, 0.6% active; inhibition, % at 33 µM; AID 1272365; in the data active = inhibition mostly above about 37%, no sharp cut-off; inactive = mostly below about 20%;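 also: plate controls were negative control peptide for no effect and reference peptide for full effect; strong numbers were not always called active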
SARS 3CLpro inh: SARS-CoV 3CLpro protease inhibition | P0C6X7 | recombinant SARS-CoV 3CLpro, quenched FRET peptide cleavage | inhibition, % at 6 µM | 290,000 tested, 0.14% active; in the data active = inhibition above about 12%
Numbers without * were called inactive; ? = inconclusive; . = no result given; & = joins results of further samples. Rule as the data show it, unless noted: active = inhibition above about 30%; inconclusive = no clear call, values can overlap the other calls; inactive = below that.

SMILES	VHR inh abs	MazF activator	BoNT-A LC inh2	CCHFV vOTU inh	PrPC surface inh	BoNT F protease	Anthrax LF inh2	Rv3671c protease	PriA SSB inh	SARS 3CLpro inh
C#CCOCCOCCOCCNc1nc(N2CCN(C(=O)C([C@@H](C)O)n3cc([C@@H](N)CCCCN)nn3)CC2)nc(N2CCN(C(=O)[C@H](CCC(=O)O)n3cc([C@@H](N)[C@H](C)CC)nn3)CC2)n1 (some centres undefined)	.	2	-0.3	-6	4	11	-7	-2	-3	.
CCOC(=O)C1(C)CCCN1C(=O)c1cccc(F)c1 (centres undefined)	.	.	-0.2	15	10	1	-1	.	.	.
O=C(CCCCCCCC(=O)NCC1CCCO1)NCC1CCCO1 (centres undefined)	25	1	?	2	-3	?	?	-6	-16	-8
C=CCn1c2ccccc2c(=O)c2cc(C#CC3(O)CCCCC3)ccc21	28	-2	4.4	-9	-1	2	-1	-25	-29	7
Cn1c(CCNC(=O)c2ccccc2F)nnc1SCC(=O)Nc1nncs1	26	6	1.2	6	6	2	2	0	-5	-1
COc1ccc(CN2CCNC(=O)C2CC(=O)NC2CCCCCC2)c(C)c1C (centres undefined)	6	-3	-0.6	7	7	5	6	-1	1	0
CCCOc1cccc(C(=O)Nc2cc(NC(=O)c3ccco3)ccc2OC)c1	-5	-2	1.5	4	1	-5	-2	-8	4	6
COc1ccc(OC)c(NC(=O)C2(C)CCN2C(C)C)c1 (centres undefined)	.	.	-0.9	10	-4	0	-8	.	.	.
COc1cc(C)ccc1OCCOCCN(C)Cc1ccccc1	-8	-1	0.5	-4	-4	6	0	2	-3	3
O=C(NC1CCCCCCC1)c1ccc(F)c(S(=O)(=O)N2CCOCC2)c1	.	0	-0.3	12	10	0	3	-2	-16	.
CCCn1c(SCC(=O)c2cc(C)n(-c3ccc4c(c3)OCO4)c2C)n[nH]c1=O	17	-4	-0.8	3	18	-13	-2	-7	14	5
COc1ccccc1OCCC(=O)OCC(=O)NCc1ccc(Cl)cc1	4	2	-0.7	-4	2	-10	-4	5	11	-1
N=C1C(c2nc(-c3ccc(F)cc3)cs2)=C(O)CN1CCCN1CCOCC1	7	2	-0.5	-5	1	1	0	2	8	-3
COc1cc(C(=O)Nc2cc(-c3ccccc3)[nH]n2)cc(OC)c1OC	6	0	?	1	0	1	-15	-5	1	.
CC(C)(C)n1nnnc1C(c1cccs1)N1CCN(C/C=C/c2ccccc2)CC1 (centres undefined)	.	.	-0.8	1	0	-1	-2	.	.	.
CCOC(=O)Cn1nnnc1CN(Cc1ccc(OC)cc1)Cc1cc2cc(C)ccc2[nH]c1=O	18	-12	2.0	13	-3	-7	-7	-10	13	-8
CCC(C)NC(=O)COc1ccc(OCc2ccccc2)cc1 (centres undefined)	9	-1	-0.9	11	-3	-2	0	2	-14	0
COc1ccc2sc(-c3ccccc3OC)c(-c3ccc4c(c3)OCCO4)c2c1	.	1	-0.2	5	-4	2	-9	-4	6	.
O=C(COc1ccccc1[N+](=O)[O-])NCC1COc2ccccc2O1 (centres undefined)	.	-5	0.8	10	4	1	5	-2	15	.
CCOC(=O)N1CCN(C(=O)/C=C/c2c(C)nn(-c3ccc(F)cc3)c2Cl)CC1	18	-1	-0.1	1	3	-2	-3	.	1	2
COc1ccnc(Oc2ccc(F)cc2)c1C(=O)N/C=N/OCc1ccc(Cl)cc1Cl	-14	0	-0.7	1	2	-7	-1	-6	.	3
Cc1ccc(CC2SC(N=C(N)N)=NC2=O)cc1 (centres undefined)	.	10	-2.1	4	7	-9	1	1	.	3
CC(C)(C)C(=O)NC(=S)Nc1cc(C(F)(F)F)ccc1N1CCOCC1	27	-4	0.4	9	4	-3	9	0	1	0
OC(C#CCN1CCOCC1)c1cccs1 (centres undefined)	-17	6	-0.9	-5	1	1	7	2	-12	-3
CCOC(=O)CSc1nc2sc3c(c2c(=O)n1-c1ccccc1)CCN(C(C)C)C3	14	-13	56*	-43	-2	4	6	-3	-2	3
C[C@H]1COC(=O)[C@@H](Cc2ccc(F)cc2)C/C=C\C[C@H](CC(=O)NCCO)C(=O)N1	.	7	-0.2	-3	3	-1	-3	4	-2	.
O=C(c1ccc(Cl)cc1)C1CCCN(Cc2cccc3cccnc23)C1 (centres undefined)	8	8	0.9	4	10	-4	-7	7	-7	2
O=C(CNC(=O)c1ccc(N2C(=O)c3ccccc3C2=O)cc1)OCC(=O)c1ccccc1	-6	-9	0.4	-5	4	1	0	-7	-2	-3
O=S(=O)(Nc1ncccn1)c1cc(Cl)ccc1Cl	-20	3	.	-9	5	.	.	-3	-2	-4
N#Cc1ccccc1Cn1c(=O)n(CCC(=O)NCc2ccco2)c(=O)c2ccccc21	0	3	-0.8	-7	0	-5	-2	-3	1	-3
C/C(=N\NC(N)=O)c1ccc(Cl)cc1	24	1	-1.0	14	4	-4	-3	-3	.	-4
Cc1ccc(N/N=C/c2c(O)n(-c3ccccc3)c(=O)[nH]c2=O)cc1	-16	-6	0.7	7	6	-6	-3	-2	.	2
O=C(Cn1ccc2ccccc2c1=O)NCCC(=O)NC1CCN(Cc2ccccc2)CC1	9	-8	-0.8	4	2	-14	6	0	-6	5
O=C(Nc1ccccc1)/C(=C/c1cccnc1)NC(=O)c1ccccc1	-13	-2	-1.6	11	-7	-6	0	-6	-10	-1
O=C(C1=C[C@@H](C2CC2)C[C@@H](OCCCCO)O1)N1CCN(Cc2ccccc2)CC1	3	5	0.0	8	4	-1	0	-3	-7	3
CC(C)(C)OC(=O)N1CCc2onc(-c3ccccc3F)c2C1=O	.	14	-0.7	-6	5	-8	-2	.	.	.
Cc1noc(C)c1C(=O)OC(C)C(=O)Nc1ccc(S(=O)(=O)NC(C)C)cc1 (centres undefined)	3	8	0.0	-7	1	-5	0	-1	6	-1
COc1ccccc1/C=N/NC(=O)CNC(=O)c1ccc(S(=O)(=O)N(C)C)cc1	-6	-1	-0.3	-14	0	-3	0	-2	.	-1
COc1ccc(C(=O)NCC(=O)N/N=C/C=C/c2ccccc2)cc1OC	1	6	0.1	-5	-1	1	2	8	.	7
c1ccc(CNc2nc(-c3cccnc3)nc3ccccc23)cc1	-4	9	-1.5	18	3	-10	10	.	-3	-2
Cc1ccc(-c2[nH]nc(N)c2N=Nc2ccccc2C)cc1	-4	9	-0.2	3	-7	11	-3	9	46	-6
Cc1ccc(CNC(=O)c2cc(-c3ccccc3C)n(CC3CC(c4cccc([N+](=O)[O-])c4)=NO3)n2)cc1 (centres undefined)	.	-1	0.0	-2	-3	-9	-7	-17	-5	.
O=C(CN1CCN(c2ccc(Cl)cc2)CC1)NCc1cccs1	14	5	0.6	-1	8	2	-2	-8	-8	-5
Cn1cnc2c1c(=O)n(Cc1cccc(Cl)c1)c(=O)n2C	18	-2	0.1	-13	-13	-18	-2	0	14	-5
O=C(CN1C(=O)c2ccccc2C1=O)Nc1ccc2c(c1)OCO2	1	-3	-0.4	2	0	-12	-4	0	-1	5

The closing two records of the section above open the next one.
SMILES	VHR inh abs	MazF activator	BoNT-A LC inh2	CCHFV vOTU inh	PrPC surface inh	BoNT F protease	Anthrax LF inh2	Rv3671c protease	PriA SSB inh	SARS 3CLpro inh
Cn1cnc2c1c(=O)n(Cc1cccc(Cl)c1)c(=O)n2C	18	-2	0.1	-13	-13	-18	-2	0	14	-5
O=C(CN1C(=O)c2ccccc2C1=O)Nc1ccc2c(c1)OCO2	1	-3	-0.4	2	0	-12	-4	0	-1	5
Cc1cc(Cl)ccc1C(=O)C1CCCN(C(=O)CCn2cncn2)C1 (centres undefined)	18	-1	.	-2	1	.	.	2	4	7
C[C@H](CO)N1C[C@H](C)[C@@H](CN(C)C(=O)Nc2ccccc2)Oc2c(NC(=O)Cc3ccccc3)cccc2C1=O	.	2	-0.1	7	4	0	-4	8	-12	.
O=C(/C=C/c1ccccc1Cl)NC1CCCCC1	43	-4	.	-1	1	.	.	-5	-12&-9	-4
COc1ccccc1CNC(=O)[C@H](C)NC(=O)C1CCN(C(=O)[C@@H](N)CC(C)C)CC1	16	7	-0.5	5	10	-1	-2	-7	-12	-2
COc1cccc(CCNC(=O)c2ccc(C#N)cc2)c1	21	2	-0.5	-12	0	1	1	10	-5	-4
Cc1ccc2nc(N(CCN(C)C)C(=O)/C=C/c3cccs3)sc2c1	-3	7	0.6	20	7	-2	0	-4	11	-5
COCCSc1nnc(NC(=O)C2CC(=O)N(c3ccc(C)cc3)C2)s1 (centres undefined)	34	-2	-0.9	9	-1	-4	-3	1	-13	1
Cc1cc(NC(=O)C(C)SCC(=O)Nc2ccc(Br)cc2Br)no1 (centres undefined)	.	-5	3.4	-3	10	-3	-2	-3	1	.
CCC(CC)COC(=O)C(C#N)c1nc2ccccc2nc1N1CCOCC1 (centres undefined)	-2	-21	6.2	18	2	3	11	1	-15	3
Cc1nnn(C23CC4CC(CC(CC(=O)Nc5cccc(F)c5)(C4)C2)C3)n1	6	6	0.2	3	5	1	5	-4	-7	-3
Cc1c(NC(=O)c2cc(-c3ccco3)on2)c(=O)n(-c2ccccc2)n1C	45	2	3.8	-12	-1	5	-8	-1	-27	-1
CCC(CC)c1nnc(NC(=O)c2ccco2)s1	15	-2	0.6	0	-8	7	0	5	-2	-1
CCOC(=O)c1ccc(NC(=O)Nc2ccccn2)cc1	9	-2	-0.7	9	3	-4	-2	-9	9	-1
N#Cc1c(Nc2ccc(F)cc2)sc(C(=O)c2ccccc2)c1N	-4	11	0.2	21	3	-7	-2	-1	28	-1
CC1CCc2nc(NC(=O)CN3CCOCC3)sc2C1 (centres undefined)	17	0	0.4	-1	-1	-6	6	2	-3	-2

A different layout for 2 compounds above.
structure | VHR inh abs | MazF activator | BoNT-A LC inh2 | CCHFV vOTU inh | PrPC surface inh | BoNT F protease | Anthrax LF inh2 | Rv3671c protease | PriA SSB inh | SARS 3CLpro inh
O=C(/C=C/c1ccccc1Cl)NC1CCCCC1 | 43 | -4 | . | -1 | 1 | . | . | -5 | -12&-9 | -4
COc1ccccc1CNC(=O)[C@H](C)NC(=O)C1CCN(C(=O)[C@@H](N)CC(C)C)CC1 | 16 | 7 | -0.5 | 5 | 10 | -1 | -2 | -7 | -12 | -2

Next part.
SMILES	VHR inh abs	MazF activator	BoNT-A LC inh2	CCHFV vOTU inh	PrPC surface inh	BoNT F protease	Anthrax LF inh2	Rv3671c protease	PriA SSB inh	SARS 3CLpro inh
COc1ccc(CNC(=O)C(c2ccncc2)N(C(=O)Cc2cccs2)c2ccccc2)cc1 (centres undefined)	11	6	-1.3	3	-1	-8	0	.	-2	4
Cc1cc(=O)oc2cc(OCC(=O)Nc3cccc(S(=O)(=O)N(C)C)c3)ccc12	-3	-10	-0.4	1	-1	-3	-1	-5	-14	-5
CCOCCCNC(=O)c1ccc(N2CCCC2)c(NS(=O)(=O)c2ccc(C)cc2)c1	-8	1	-1.2	24	6	-3	-6	-1	-2	5
CCN(CC)C(=O)C(=O)c1cccn1-c1cccc(Cl)c1C#N	16	6	0.7	16	-6	27	0	-4	-4	4
COc1ccc(CC(C)CC(=O)Nc2ccc(OC)cc2)cc1 (centres undefined)	13	0	-2.5	4	16	-17	12	3	-5	-1
O=C(N/N=C/c1ccc(N2CCOCC2)s1)c1ccccc1Cl	26	0	-0.5	7	-11	-3	-2	-3	.	4
O=C(O)C1CCCN1C(=O)Nc1ccccc1 (centres undefined)	-8	-2	-1.4	10	-4	-12	0	1	-11	2
CCC1CCCN1Cn1cnc2c([nH]c3ccc(OC)cc32)c1=O (centres undefined)	-2	-3	-0.5	-42	-8	-11	-2	0	-6	-4
Cc1ccc(CN2C(=O)N/C(=C\c3ccc(N4CCOCC4)cc3)C2=O)cc1	-5	9	-1.8	1	7	-5	-2	11	-3	1
CN(C)C1(CNC(=O)C2CCN(S(=O)(=O)c3cccc(C(F)(F)F)c3)CC2)CCCCC1	20	5	0.3	-10	-1	-2	4	-3	-3	-1
Cn1c(-c2ccc(-c3ccccc3)cc2)c[nH]c1=S	-6	-6	-0.2	9	13	1	-9	-2	10	-3
CCOc1ccc(NC(=O)CN(C)C(=O)c2ccccc2Cc2ccccc2)cc1OCC	.	-4	0.0	3	2	-7	-2	-11	-1	.
O=C(Nc1ccccc1Cl)c1cc[n+](Cc2ccc([N+](=O)[O-])cc2)cc1	22	4	-0.4	8	-54	-3	-6	-3	6	-2

Screening results (PubChem BioAssay)

Some of the compounds tested. The share of hits here may be higher or lower than overall.
